# From PubChem BioAssay
# MC4R antagonist = human MC4R antagonism in cAMP assay; P32245; MC4R-expressing cells, MTII-stimulated cAMP, LANCE TR-FRET; inhibition, % at 6.5 µM; 360,000 compounds, 0.48% hits;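 active means inhibition above its plate's cutoff, the mean of tested wells on that plate plus 3 SD, cut at about 29% in these data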;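 further: 0% = Melanotan II alone and 100% = Melanotan II plus saturating MCL0020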
#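 Assay system: U2OS cells stably expressing human melanocortin 4 receptor (MC4R) / Dosing: 6.5 µM / Timing: compound 30 min, challenge 1 h, detection 1 h / Measured by: Eu-cAMP/anti-cAMP TR-FRET, emission 671 nm / Replicates: singlicate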
# CaV13 FRET inh = Disruptors of the CACNA1D IQ motif to Ca2+-dependent inactivation inhibitor domain association, primary screening, Förster resonance energy transfer in intact living …; inhibition, % at 12.3 µM; 340,000 compounds, 0.098% hits; AID 743397; HEK cells, CFP/YFP FRET ICDI-IQ, plate reader, 10 min; percent FRET-ratio fall versus neutral wells;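 active means mean replicate inhibition of at least 30% and at least 1% of replicates passing that level; inconclusive means only one of the two criteria is met; inactive means neither criterion is met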;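 further: 0% = median of the neutral control wells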
# ABCB6 inh 2 = human ABCB6 transporter inhibition; fluorescence ratio to DMSO, % at 10 µM; 360,000 compounds, 0.19% hits; K562-ABCB6 porphyrin accumulation, flow cytometry, 1 h; stronger effect = lower value; Q9NP58;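 active means fluorescence ratio to DMSO below 75%, the collection mean minus 3 SD; inconclusive means too few cells collected in the well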;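 further: signal is porphyrin accumulated inside mitochondria; 100% equals median channel fluorescence of DMSO control wells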
# MC4R ag barr = activates human MC4R beta-arrestin recruitment; P32245; U2OS MC4R beta-arrestin complementation, luminescence; percent of melanotan II response, DMSO zero; activation, % at 8.9 µM; 360,000 compounds, 0.98% hits; AID 540308;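 active means activation above a per-plate cutoff, the mean activation of sample wells on that plate plus 3 SD, cut at about 8% in these data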
# Cardio protect = protects H9c2 cardiomyocytes from peroxide injury | 360,000 compounds, 0.63% hits | protection from H2O2 cell death, % at 20 µM | H2O2 injury protection, ATPLite, 2 h;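 active means compounds giving at least 50% protection of heart cells from peroxide-induced death in the single-dose screen, raw or plate-pattern-corrected value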;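 further: 0% = DMSO wells with peroxide and 100% = DMSO wells without peroxide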
# aDG glyco act = increases alpha dystroglycan glycosylation; Pro5-aDG cells, alpha-DG glycosylation AlphaScreen (IIH6); 0% Pro5, 100% B10-LARGE cell signal; 360,000 compounds, 0.22% hits; activation, % at 10 µM; AID 624168;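 active means activation of at least 8% versus controls, or a plate z-score of at least 8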;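 further: Pro5 are CHO cells carrying HIG-tagged alpha-DG that lacks glycosylation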
# Vif inh = inhibitors of HIV Vif; HEK293T cells, Vif self-association by quenched fluorescence, imaging, 24 h; inhibition, % at 7.49 µM; 340,000 compounds, 0.35% hits; AID 602346; in the data active means inhibition above about 50%, passing the limit was not always enough; inconclusive means no clear call, values can overlap the other calls; inactive means below about 31%; further: some results filed as inactive read as strong as hits
# m5-HT2A agonist = activates the mouse 5-HT2A serotonin receptor; activation, % at 7.6 µM; CHO-K1 mHTR2A beta-arrestin complementation, luminescence; percent of 30 µM serotonin response; 360,000 compounds, 0.66% hits;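 active means activation above a run cutoff, the mean activation of all tested compounds plus 3 SD, cut at about 14% in these data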;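 further: 0% = plate median of compound wells and 100% = 30 µM serotonin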
# Target sequence (P35363 whole entry, looked up): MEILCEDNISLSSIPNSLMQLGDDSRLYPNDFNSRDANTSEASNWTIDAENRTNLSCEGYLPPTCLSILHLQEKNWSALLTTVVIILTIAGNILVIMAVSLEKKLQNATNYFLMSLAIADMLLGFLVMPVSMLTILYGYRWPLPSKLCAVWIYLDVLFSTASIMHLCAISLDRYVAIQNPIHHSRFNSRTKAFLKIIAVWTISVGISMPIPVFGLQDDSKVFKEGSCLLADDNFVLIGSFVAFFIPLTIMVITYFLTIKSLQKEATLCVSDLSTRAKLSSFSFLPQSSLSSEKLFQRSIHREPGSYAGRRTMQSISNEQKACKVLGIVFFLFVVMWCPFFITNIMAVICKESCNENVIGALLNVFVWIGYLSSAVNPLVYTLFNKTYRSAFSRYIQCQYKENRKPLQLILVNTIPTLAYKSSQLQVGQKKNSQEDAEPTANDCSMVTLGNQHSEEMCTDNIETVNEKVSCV
# PDI inh = blocks human protein disulfide isomerase activity; P07237; inhibition, % at 10 µM; AID 588391; 350,000 compounds, 0.052% hits; PDI insulin aggregation turbidity, A650, 90 min;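 active means mean inhibition across replicates of 30% or more, whatever share of single replicates reach that level; inconclusive means mean inhibition below 30% while every single replicate reaches 30%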;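 further: absorbance from insulin aggregation driven by PDI reduction with DTT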
# Target sequence (P07237 whole entry, looked up): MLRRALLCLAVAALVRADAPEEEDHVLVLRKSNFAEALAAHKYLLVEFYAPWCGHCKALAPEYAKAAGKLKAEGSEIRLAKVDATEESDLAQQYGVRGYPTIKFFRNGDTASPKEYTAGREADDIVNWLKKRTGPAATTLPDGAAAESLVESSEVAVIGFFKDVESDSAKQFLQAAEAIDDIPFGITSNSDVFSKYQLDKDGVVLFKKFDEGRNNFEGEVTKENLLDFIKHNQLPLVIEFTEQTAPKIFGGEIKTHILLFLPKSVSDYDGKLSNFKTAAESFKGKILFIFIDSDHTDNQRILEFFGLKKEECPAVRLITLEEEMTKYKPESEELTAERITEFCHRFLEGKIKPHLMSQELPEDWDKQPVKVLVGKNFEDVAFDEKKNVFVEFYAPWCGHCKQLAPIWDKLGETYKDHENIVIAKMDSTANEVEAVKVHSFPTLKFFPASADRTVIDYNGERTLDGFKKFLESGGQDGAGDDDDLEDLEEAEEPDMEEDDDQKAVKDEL
# Glyco luc inh = blocks N-linked glycosylation in D54 reporter cells; AID 588692; 360,000 compounds, 0.23% hits; D54 ERlucT glycosylation luciferase reporter, 24 h; percent of 100 nM tunicamycin response; reporter increase, % at 12.5 µM;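 active means mean luciferase reporter signal, scaled so untreated is 0 and the glycosylation-blocking control 100, at or above a set limit in every replicate; inconclusive means mean reaches the limit but not every replicate does; inactive means mean below the limit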;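 further: luciferase carries N-glycosylation sites so blocking glycosylation raises the light; 0% = median of neutral control wells and 100% = median of 100 nM tunicamycin wells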
# * marks the source's active call; other numbers are inactive results; ? = inconclusive; . = no result given.
Molecule	MC4R antagonist	CaV13 FRET inh	ABCB6 inh 2	MC4R ag barr	Cardio protect	aDG glyco act	Vif inh	m5-HT2A agonist	PDI inh	Glyco luc inh
O=S(OCCN1CCOCC1)C(c1ccccc1)c1ccccc1 (stereo unspecified)	1	-6	105	-1.2	6	0.2	8	1	-2	-1
Cc1onc(-c2ccccc2)c1C(=O)NCc1ccccc1F	11	-3	90	0.2	14	0.1	2	-4	-8	2
O=C(NCC1OCCc2ccccc21)c1ccc(NC(=O)c2cccc(Br)c2)cc1 (stereo unspecified)	16	-3	102	9.5*	1	0.0	-2	-4	-5	2
OCC1(CO)COC(CCc2ccccc2)=N1	0	-4	94	-1.1	9	-0.1	-1	2	-2	4
CCOc1ccc(NC(=O)CC(NCc2ccccn2)C(=O)O)cc1 (stereo unspecified)	1	-5	91	-2.3	6	0.6	9	1	1	-1
O=C(NNC1=C(C(=O)C(F)(F)F)CCC1)c1cccc(O)c1	-1	-2	99	-1.1	27	0.8	5	-1	-3	9
Cc1occc1C(=O)Nc1c(F)c(F)c(F)c(F)c1F	9	-3	90	-1.1	4	0.0	-7	-1	7	2
CCOC(=O)C1CCCN(Cc2ccc(OCC)cc2)C1 (stereo unspecified)	8	-2	97	-0.5	1	0.1	9	5	7	1
Cc1ccc(Cc2c(-c3cccc(Br)c3)nc3ccc(Br)cn23)cc1	.	-4	103	.	2	-0.3	.	2	.	-2
O=C(NCCCN1CCOCC1)c1ccc(CS(=O)(=O)Cc2ccc(Cl)cc2)o1	13	-9	107	-2.5	0	0.5	-3	-4	8	0
O=C1CCCN1CCC1CCN(C(=O)Nc2ccccc2)CC1	2	-7	102	-0.9	1	-0.3	-15	-3	-1	1
O=C(NCc1ccccn1)c1c(Cl)cccc1Cl	21	2	97	0.8	23	-0.1	1	-5	-1	0
CCOc1ccc(NC(=NCc2ccc3c(c2)OCO3)SC2CC(=O)N(c3ccccc3)C2=O)cc1 (stereo unspecified)	1	-5	90	18*	-4	-0.2	?	-1	-16	0
Cc1cccc(CCNC(=O)CCc2nc(-c3ccccc3F)no2)c1	12	-2	98	-1.8	-13	0.3	-3	1	-13	-2
CCN(C(=O)c1cc2cccc(OC)c2oc1=O)c1ccccc1	2	-5	103	-1.1	20	0.0	0	-2	4	0
CCOc1ccc(-c2cc(CCCC(=O)NCc3ccco3)no2)cc1	-2	-10	94	0.1	-9	0.2	-6	1	.	1
C=CCn1c(=N)n(CC(=O)c2ccc(Cl)cc2)c2ccccc21	20	-4	97	1.4	-5	6.7*	-12	-5	-5	-4
CC1(C)Cc2c(cnn2-c2ccc(F)cc2)C(NC(=O)CCN2CCCC2=O)C1 (stereo unspecified)	-5	-6	92	-3.8	-2	0.0	-7	-1	-2	1
CCOC(=O)C1CCN(S(=O)(=O)Cc2ccc(Cl)cc2)CC1	5	-9	97	-1.8	-5	0.3	1	0	1	-2
CC1CCN(S(=O)(=O)c2cn(CC(=O)N3CCN(C)CC3)c(=O)c3ccccc23)CC1	-8	-2	98	-1.0	6	0.4	-1	-7	-3	0
Cc1cc(C)cc(C(=O)/C=C2\NC(=O)CS2)c1	4	-6	98	2.2	12	1.4	-5	1	0	2
CC1(C)O[C@@H]2[C@H](O1)[C@@H](COS(=O)(=O)O)O[C@H]2n1cc(Br)c(=O)[nH]c1=O	-5	-10	103	0.0	12	0.0	-1	6	2	2
Cc1cccnc1Sc1c([N+](=O)[O-])ncn1C	0	-4	94	-2.8	-3	0.0	-17	-2	-1	2
COc1ccc(OC)c(C2C(C(=O)c3ccc(C)o3)=C(O)C(=O)N2CCCN2CCOCC2)c1 (stereo unspecified)	7	.	97	-0.4	-6	-0.3	-5	6	-1	1
CCOC(=O)C1(Cc2cccc(OC)c2)CCN(Cc2ccccc2OC)CC1	-2	1	96	0.3	-4	0.2	.	0	-11	-4
COc1ccc(NC(=O)CSc2nnc(NC(=O)C3CCC3)s2)c(OC)c1	3	-7	100	-0.1	-3	-0.1	-54	-6	4	-2
COc1ccc(NC(=O)C2CC2(Cl)Cl)cc1S(=O)(=O)N1CCCCC1 (stereo unspecified)	0	-12	95	0.4	6	-0.8	.	-9	-2	2
CC1CC(C)CN(CCCNC(=O)CCC(=O)N2CCOc3ccccc32)C1 (stereo unspecified)	-3	-7	101	1.8	-3	-0.2	0	-1	.	1
COc1ccccc1C(=O)COC(=O)c1c(-c2ccccc2)noc1C	-9	-3	93	1.0	-3	0.5	8	-2	2	1
CC(C)(C)SC(=O)CC1NS(=O)(=O)OC2CCCCC12 (stereo unspecified)	6	-9	94	-1.7	-1	-0.2	?	23*	-1	1
COc1cccc(CNc2nnnn2C)c1	-3	-20	102	-0.4	-2	-0.1	10	2	0	1
Cc1ccc(C)c(OCCC(=O)NNC(=O)c2ccccc2F)c1	-5	-6	97	-1.7	3	0.3	-3	1	14	0
CCOc1cc(C(=O)NC(C)COC)cc(OCC)c1OCC (stereo unspecified)	14	-4	105	-0.6	4	-0.1	-2	1	-5	0
CCc1ccc(C2=Nn3c(nnc3-c3cccs3)SC2)cc1	11	-6	100	-1.3	-2	0.9	-16	-6	3	0
COc1cccc(N2C(=O)CC(Nc3ccc(N4CCOCC4)cc3)C2=O)c1 (stereo unspecified)	9	.	94	-2.2	2	-0.2	0	-2	-3	5
Cc1ccc(C)c(C(C)NC(=O)C2CC=CCC2C(=O)O)c1 (stereo unspecified)	-2	-6	102	0.9	17	0.5	3	7	0	2
O=C1CSC(=S)N1	6	-5	91	-1.4	-2	1.5	23	-1	-3	1
O=C(NCc1ccco1)c1ccc(COc2ccccc2[N+](=O)[O-])o1	7	.	97	2.9	-1	-0.5	-8	-3	-1	1
Cc1ccc(Nc2nc(=O)c3cccnc3s2)c(Br)c1	9	-3	94	-0.9	-3	-0.1	-3	-2	8	-12
COc1cccc(CN2CCN(C(=O)c3cccs3)CC2)c1OC	2	.	103	-0.7	-4	0.0	23	7	2	-3

# (listing goes on)
structure | MC4R antagonist | CaV13 FRET inh | ABCB6 inh 2 | MC4R ag barr | Cardio protect | aDG glyco act | Vif inh | m5-HT2A agonist | PDI inh | Glyco luc inh
CC#CCCCC(=O)Nc1cc(OC)nc(OC)n1 | 5 | . | 95 | -0.6 | 10 | -0.2 | -6 | 0 | 10 | 2
CC1=C(C(=O)OCc2ccccc2)C(c2ccccc2Br)NC(=O)N1 (stereo unspecified) | -4 | -4 | 91 | 0.6 | -2 | 0.1 | -2 | 29* | -2 | -3
COC(=O)c1c(/N=C/NOCc2ccc(Cl)cc2)sc2c1CCN(c1ncc(C(F)(F)F)cc1Cl)C2 | 5 | -6 | 102 | 1.3 | -1 | 0.2 | -1 | -4 | -1 | -1
C/C(=N\Nc1ccccn1)c1ccc(N2CCOCC2)cc1 | -13 | 11 | 98 | -0.8 | -6 | 0.2 | -1 | -4 | -11 | -2
CC(C)C[C@H](NC(=O)c1[nH]cnc1C(=O)N[C@@H](C)c1ccccc1)C(=O)OCc1ccccc1 | 9 | . | 100 | -0.8 | -19 | 0.7 | -1 | 6 | 0 | -1
CCN(c1ccc(OC)cc1)S(=O)(=O)c1ccc(-c2ccc(=O)[nH]n2)o1 | -5 | -3 | 104 | 1.2 | 9 | 0.4 | -8 | 0 | 9 | 0
O=C(O)CCc1nn2c3ccccc3n(CC(=O)O)c2nc1=O | -5 | -5 | 96 | 0.5 | 6 | 0.0 | 9 | 3 | 6 | -1
CCC(=O)Nc1nc(C)c(-c2csc(Nc3cccc(C(=O)O)c3)n2)s1 | 16 | -5 | 110 | 0.2 | -6 | 0.1 | -4 | 1 | 1 | 1
COc1ccc(-c2onc(C)c2C)cc1S(=O)(=O)NCCc1ccco1 | -8 | -3 | 99 | -1.6 | -9 | 1.4 | -5 | 2 | -11 | -2
OCCC1CN(Cc2cccnc2)CCN1CCc1ccccc1 (stereo unspecified) | 4 | 0 | 89 | 0.1 | -2 | -0.1 | 5 | -2 | -8 | 3
O=C1OCCC1Sc1nnc(-c2ccc(F)cc2)n1Cc1ccccc1 (stereo unspecified) | 32* | -14 | 96 | -1.7 | -1 | -0.1 | 7 | -4 | -9 | -2
COc1ccc(S(=O)(=O)N2CCC(C(=O)N3CCCC3)CC2)cc1Cl | -1 | . | . | -0.9 | -3 | 0.3 | 2 | 0 | -24 | 3
COc1cc(OC)nc(Oc2cc(/C=N/O)ccc2OC)n1 | -2 | -4 | 104 | 0.1 | -3 | -0.4 | . | 3 | -7 | 7
CC(=O)Nc1sc(C)c(C)c1C(=O)OCC(=O)Nc1cccc(C)c1 | 14 | -3 | 97 | 5.0 | 10 | 0.6 | -8 | 5 | -2 | 66*
COc1ccc(NC(=O)CCSc2nnnn2C)cc1 | 16 | -2 | 100 | -1.0 | 1 | -0.1 | -3 | 0 | -1 | 1
CCC1Nc2ncnc(N3CCOCC3)c2N(Cc2ccc(OC)cc2)C1=O (stereo unspecified) | -5 | -6 | 98 | -1.3 | 12 | -0.1 | 18 | -1 | -7 | 1
COc1ccc(S(=O)(=O)N2CCOCC2)cc1NC(=O)COC(=O)C1CC2CCCC(C1)C2=O (stereo unspecified) | 9 | . | 101 | -3.4 | 3 | -0.3 | . | -1 | 0 | 0

# Of the compounds above, these contain an aryl thioether with sulfur outside any ring.
structure | MC4R antagonist | CaV13 FRET inh | ABCB6 inh 2 | MC4R ag barr | Cardio protect | aDG glyco act | Vif inh | m5-HT2A agonist | PDI inh | Glyco luc inh
Cc1cccnc1Sc1c([N+](=O)[O-])ncn1C | 0 | -4 | 94 | -2.8 | -3 | 0.0 | -17 | -2 | -1 | 2
COc1ccc(NC(=O)CSc2nnc(NC(=O)C3CCC3)s2)c(OC)c1 | 3 | -7 | 100 | -0.1 | -3 | -0.1 | -54 | -6 | 4 | -2
O=C1OCCC1Sc1nnc(-c2ccc(F)cc2)n1Cc1ccccc1 (stereo unspecified) | 32* | -14 | 96 | -1.7 | -1 | -0.1 | 7 | -4 | -9 | -2
COc1ccc(NC(=O)CCSc2nnnn2C)cc1 | 16 | -2 | 100 | -1.0 | 1 | -0.1 | -3 | 0 | -1 | 1
